NRP1-CendR mod – modulators of CendR peptide binding to human neuropilin-1. 360,000 tested, 0.85% active. AID 602438. FAM-RPARPAR peptide binding to NRP-1, fluorescence polarization. inhibition, % at 25 µM. O14786;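 active means inhibition or corrected inhibition above about 18%, plus a signal ratio from 0.5 to 1.5, limit read from the data, passing the limit was not always enough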; further: strong numbers were not always called active
DNMT1 inh – blocks human DNA methyltransferase DNMT1; P26358; DNMT1 molecular beacon, Hinp1I cleavage, fluorescence; inhibition (reported as % activation of signal), % at 10 µM; 360,000 tested, 0.83% active; AID 588458; in the data active means inhibition above about 50%
Neddylation inh – inhibitors of human cullin neddylation. AID 651699. TR-FRET cullin neddylation, biochemical. P61081+Q13564. 360,000 tested, 0.58% active. calls only at 25 µM; in the data active means inhibition above about 36%
Tb MetRS inh – Trypanosoma brucei MetRS inhibition | purified T. brucei MetRS, ATP depletion, Kinase-Glo luminescence | inhibition, % at 11.9 µM | 360,000 tested, 0.4% active | AID 624268;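 active means inhibition above a per-plate cutoff of the control wells' mean inhibition plus 3 SD, cut at about 5.5% in these data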;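 further: 0% = DMSO wells median and 100% = median of wells with control inhibitor compound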
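Material – parasite MetRS enzyme · Medium – HEPES-MgCl2-KCl buffer plus DTT, spermine, BSA, pyrophosphatase · Reagent – ATP, methionine and E. coli bulk tRNA substrates · Times – 15 min enzyme-compound preincubation, 2 h reaction, 10 min detection, 25 °C · Measured by – luminescence of leftover ATP · Evaluation – percent inhibition relative to median high and low control wells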
SUMO1-SIM PPI – SUMO1-SIM interaction modulation; SUMO1 binding to a labelled peptide, TR-FRET, 1 h; P63165; 360,000 tested, 0.33% active; AID 602429; inhibition, % at 20 µM; in the data active means inhibition above about 37%
Target sequence (P63165 whole entry, looked up): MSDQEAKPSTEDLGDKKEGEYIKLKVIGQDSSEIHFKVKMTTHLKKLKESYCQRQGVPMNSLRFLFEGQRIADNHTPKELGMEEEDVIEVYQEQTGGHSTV
LMPTP block – LMPTP (human) inhibition | inhibition, % at 20 µM | recombinant LMPTP-A, OMFP fluorogenic substrate, fluorescence intensity | 360,000 tested, 0.22% active;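 active means compounds that cut the enzyme signal by at least half of the control window in the single-dose screen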;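 further: plate controls were DMSO wells with enzyme plus substrate for no effect and substrate without enzyme for full effect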
Target sequence (P24666 whole entry, looked up): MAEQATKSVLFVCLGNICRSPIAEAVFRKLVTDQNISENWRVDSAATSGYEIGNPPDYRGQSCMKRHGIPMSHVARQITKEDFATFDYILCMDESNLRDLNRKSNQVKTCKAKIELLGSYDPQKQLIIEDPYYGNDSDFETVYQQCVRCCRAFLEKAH
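Assay system: LMPTP-A enzyme. Input: 0.625 nM LMPTP-A final. Probe or stimulus: 400 µM OMFP. Compound dosing: single 20 µM dose. Schedule: 50 min dark incubation at room temperature. Detection: fluorescence intensity of OMFP turnover product. Read-out: percent inhibition versus substrate-only and uninhibited controls. Benchmarks: no-enzyme low control, uninhibited high control.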
Scp1 inh – inhibitors of human Scp-1 phosphatase; Recombinant Scp1, phosphopeptide, malachite green phosphate absorbance; inhibition, % at 20 µM; 340,000 tested, 0.88% active; AID 493091;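 active means inhibition above about 50% at 20 µM, limit read from the data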;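 further: plate controls were DMSO wells with enzyme for no effect and wells lacking enzyme for full effect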
Target sequence (Q9GZU7 76-261 limits assumed): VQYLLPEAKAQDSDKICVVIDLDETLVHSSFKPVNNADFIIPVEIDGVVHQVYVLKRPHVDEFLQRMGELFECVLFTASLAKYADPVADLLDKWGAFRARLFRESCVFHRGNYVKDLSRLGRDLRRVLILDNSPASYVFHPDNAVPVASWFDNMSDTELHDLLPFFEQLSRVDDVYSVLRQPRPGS
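Test system: SCP-1 catalytic domain; Buffer or medium: Acidic Tris acetate buffer with magnesium and detergent; Also added: Phosphorylated 17-residue peptide substrate; Compound: single 20 µM dose, 1% DMSO; Schedule: enzyme reaction 45 min at room temperature, colour 5 min, stabilisation 30 min; Signal: Phosphate-binding colour reagent, absorbance read at 630 nm.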
SKN-1 inh – C. elegans SKN-1 inhibition. 360,000 tested, 0.49% active. C. elegans VP596 Pgst-4::GFP/RFP ratio, acrylamide-induced, 24 h. inhibition, % at 21.8 µM;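 active means interference check ratio from 0.5 to 1.5 plus GFP to RFP signal ratio inhibition reaching or exceeding a fixed threshold, cut at about 30% in these data, passing the limit was not always enough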; further: some compounds called inactive have numbers as strong as hits
STEP block – blocks human striatal-enriched tyrosine phosphatase | recombinant STEP, OMFP fluorogenic substrate, fluorescence | P54829 | 360,000 tested, 0.25% active | inhibition, % at 20 µM | AID 588621;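 active means inhibition at 20 µM, scaled per plate between control wells, above about 37%, limit read from the data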;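 further: 0% = DMSO with enzyme and substrate and 100% = substrate only without enzyme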
Target sequence (P54829 whole entry, looked up): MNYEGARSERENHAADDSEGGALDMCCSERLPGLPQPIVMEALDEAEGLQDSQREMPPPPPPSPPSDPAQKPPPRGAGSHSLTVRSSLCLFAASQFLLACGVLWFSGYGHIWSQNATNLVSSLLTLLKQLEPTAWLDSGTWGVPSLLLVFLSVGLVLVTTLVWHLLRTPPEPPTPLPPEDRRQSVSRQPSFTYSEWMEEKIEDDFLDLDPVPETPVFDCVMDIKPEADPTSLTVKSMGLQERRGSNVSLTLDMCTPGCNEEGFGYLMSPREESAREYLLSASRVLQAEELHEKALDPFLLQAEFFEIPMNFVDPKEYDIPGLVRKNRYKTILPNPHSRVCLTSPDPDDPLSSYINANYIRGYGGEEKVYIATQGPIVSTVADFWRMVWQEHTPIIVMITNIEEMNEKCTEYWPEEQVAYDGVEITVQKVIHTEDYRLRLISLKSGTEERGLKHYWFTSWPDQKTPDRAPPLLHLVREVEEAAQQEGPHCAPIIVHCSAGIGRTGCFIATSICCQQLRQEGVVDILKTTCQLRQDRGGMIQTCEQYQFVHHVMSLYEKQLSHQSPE
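System: isolated STEP enzyme; schedule: 20 min enzyme reaction at room temperature, protected from light; medium: Bis-Tris buffer pH 6.0, 2.5 mM DTT, 0.005% Tween 20; signal: fluorescence, 480/540 nm; dosing: single compound dose of 20 µM, 1% DMSO final; also added: OMFP substrate, 25 µM final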
NadD inh – inhibitors of Staphylococcus aureus NadD; purified NadD enzyme, colorimetric absorbance read-out; inhibition, % at 20 µM; 360,000 tested, 0.78% active; AID 602399; in the data active means inhibition above about 26%; further: some compounds past the cut are filed as inactive
Numbers without * were called inactive; i = inactive; / = no result given; + = active, no number.

No.	NRP1-CendR mod	DNMT1 inh	Neddylation inh	Tb MetRS inh	SUMO1-SIM PPI	LMPTP block	Scp1 inh	SKN-1 inh	STEP block	NadD inh	SMILES
1	-13.4	-2.4	i	-0.2	14.4	-0.6	-3.9	-6.7	0.2	2.6	C(CCc1nn[nH]n1)CCC1CCCCC1
2	-3.0	11.9	i	-0.3	1.4	0.0	-8.6	-20.6	-2.1	10.1	COC(=O)c1ccc(C2C(Oc3ccccc3)C(=O)N2CCc2ccc(F)cc2)cc1 (centres undefined)
3	-48.4	-4.8	i	-0.3	-6.4	0.3	6.8	1.2	0.9	14.0	CCCCn1c(N)c(N(CC(C)C)C(=O)c2cc(-c3ccncc3)nc3ccccc23)c(=O)[nH]c1=O
4	-20.9	-14.2	i	-0.2	43.8*	5.0	-9.0	19.2	0.6	29.3	O=C(Nc1cccc(NC(=O)c2ccc(-c3ccc(Br)cc3)o2)c1)c1ccco1
5	5.4	6.7	i	-0.8	0.4	-2.1	6.3	13.9	0.8	-9.2	COc1ccc(CNC2CCN(Cc3ccccc3)CC2)cc1
6	-1.4	0.8	i	-0.1	24.3	-0.5	-9.8	6.1	1.9	-3.5	CC(C)OP(=O)(c1ccc(N(C)C)cc1)C(O)c1ccc(Br)cc1 (centres undefined)
7	-5.7	-1.2	i	0.1	2.2	-0.2	-4.0	1.0	-0.9	-0.2	CCCN1CC(=O)N2C(c3cccc(OC)c3OC)c3[nH]c4ccccc4c3C[C@H]2C1=O (some centres undefined)
8	8.6	51.2*	i	0.4	-12.3	2.5	-3.1	15.7	2.8	2.9	CCN1C(=O)c2cccc3c(N)ccc1c23
9	4.5	1.0	i	0.2	1.2	-1.1	/	-13.4	-1.7	2.3	Cc1ccsc1C(=O)N1CCC1(C)C(=O)NS(=O)(=O)c1ccccc1 (centres undefined)
10	0.9	-2.5	i	-0.7	9.4	0.1	-6.5	0.2	0.9	-4.7	COc1ccc(OC)c(NC(=O)NCCN2CCN(c3ccccc3)CC2)c1
11	12.9	-1.0	i	0.1	-0.6	-1.4	/	6.3	-2.6	2.7	CN(C)c1ccc(CNC(=O)C2(C)Cc3c(-c4cccc(C(N)=O)c4)ccnc3O2)cc1 (centres undefined)
12	0.1	5.7	i	-0.2	1.1	1.0	-2.8	8.2	-0.7	-6.3	O=C(Nc1ccc(C(=O)OC2CCCCC2)cc1)c1ccncc1
13	1.3	-1.2	+	-0.2	-2.0	-1.7	-10.2	3.4	-0.2	-4.1	Cc1cc(=O)oc2cc(NC(=O)C(C)N3C(=O)C4CCCCC4C3=O)ccc12 (centres undefined)
14	9.4	2.1	i	-0.3	-8.7	0.7	-6.8	8.3	-0.3	5.6	Cc1cc(C(C)(C)C)ccc1OC(=O)C1=CC=CN2CCS(=O)(=O)N=C12
15	10.7	0.5	i	-0.4	-6.4	0.1	-2.7	-0.3	-2.2	3.9	CC(=O)Nc1cccc(C(=O)NNC(=O)c2n[nH]c(=O)c3ccccc23)c1
16	1.8	-1.9	i	-0.3	7.4	2.4	-13.6	-1.7	0.0	-1.0	CCCCn1nc(C(=O)NCC2COc3ccccc3O2)c2ccccc2c1=O (centres undefined)
17	7.3	-0.2	i	-0.4	-0.2	-1.7	-6.0	-17.1	0.1	-3.5	N#C/C(=C\c1cccnc1)C(=O)Nc1ccc(S(N)(=O)=O)cc1
18	6.2	1.0	i	-0.5	-14.2	3.4	-3.3	89.7*	2.2	-1.5	Clc1ccsc1-c1ccc2ccccc2n1
19	8.9	1.0	i	0.2	-2.2	-1.6	-1.7	6.4	2.6	-11.3	c1ccc(Cc2nnc3sc(-c4ccncc4)nn23)cc1
20	19.7	11.4	i	0.3	-10.2	3.2	-5.7	0.3	1.6	-5.6	COCCn1c(=NC(=O)c2nc3ccccc3s2)sc2cc(S(C)(=O)=O)ccc21
21	-1.4	1.8	i	0.4	3.4	-1.3	-0.8	-12.8	-3.1	-3.9	Cc1sc2ncn(CC(=O)NCCCC(=O)N3CCN(c4ccccc4F)CC3)c(=O)c2c1C
22	9.8	4.0	i	-0.2	1.9	2.6	/	9.1	0.2	-1.3	CCOC(=O)C1=C[C@@H](C(C)(C)C)N(S(=O)(=O)c2ccc(C)cc2)[C@H]1c1ccc(Cl)c(Cl)c1
23	8.6	-2.6	i	-1.1	1.7	0.0	-3.8	2.3	-2.1	-4.3	CCOC(=O)C1CCN(C(=O)C2CCN(S(=O)(=O)c3cc(Cl)ccc3Cl)CC2)CC1
24	-0.9	2.5	i	-0.8	-0.4	-2.3	-7.7	19.8	0.7	-14.4	COc1cccc(C2c3[nH]c4ccccc4c3C[C@H]3C(=O)N(CCCO)CC(=O)N23)c1OC (some centres undefined)
25	7.6	6.7	i	0.2	2.1	-2.1	-6.2	16.0	-0.8	-3.1	O=C(NCCN1CCCCC1)Nc1ccccc1Cl
26	-4.4	3.9	i	2.7	3.6	0.1	/	12.6	-5.0	2.1	C[C@H](O)[C@@H]1C(=O)N2CCc3c([nH]c4ccccc34)[C@@H]2C[C@@H]1N(C)C(=O)c1ccco1
27	-5.7	-9.7	i	0.1	-11.5	1.3	/	7.9	0.3	3.6	Cc1ccc(C(O)c2ncc(-c3ccc4ccccc4c3)[nH]2)c(C)c1 (centres undefined)
28	30.0*	0.7	i	-0.8	0.7	-2.5	-7.0	25.8	-3.0	1.4	C=CCN(CC=C)C(=O)C1CC(=O)N(c2ccc(Br)cc2)C1 (centres undefined)
29	-2.0	2.9	i	-0.8	4.3	-2.0	-8.9	-12.9	-1.1	-5.6	COC(=O)c1c(-c2snnc2C)n[nH]c1C
30	17.3*	-2.8	i	-0.5	-0.8	-4.1	-15.4	8.6	0.0	-4.5	CN1CCN(CC(=O)c2ccccc2F)CC1
31	6.7	1.8	i	-0.4	5.2	-1.8	-1.8	14.6	-1.7	0.4	CC(C)(CO)CN1CCC(n2nccc2NC(=O)C2CCCC2)CC1
32	1.9	-5.1	i	-0.7	4.7	0.8	1.7	6.4	1.4	7.4	COc1cc2ncnc(NCc3ccco3)c2cc1OC
33	-5.1	-1.4	i	1.7	5.9	8.0	-4.9	12.9	3.2	0.2	Nc1ncnc2nc(SCC(=O)Nc3ccccc3F)[nH]c12
34	9.4	-0.4	i	-0.5	-0.8	-0.8	-6.8	18.7	1.4	-4.4	Cc1oc(-c2ccccc2Cl)nc1CS(=O)CC(=O)NCCc1ccccc1 (centres undefined)
35	2.4	-5.1	i	-0.6	-3.9	0.6	-4.8	5.2	1.7	2.4	COC(=O)N/N=C/c1cccnc1
36	0.8	-3.6	i	0.0	-5.9	-0.7	-7.1	8.8	2.3	-2.5	COc1ccc(C(=O)N/N=C(\C)Cn2cnc([N+](=O)[O-])n2)cc1
37	-6.1	-0.6	i	-1.0	3.2	3.7	-12.8	17.8	0.4	-1.4	S=c1nc2ccccc2c2nc(-c3ccccc3Br)[nH]n12
38	-0.7	1.6	i	-0.8	-1.7	-1.0	6.0	8.2	1.3	0.0	CC1Cc2nc(SCC(=O)N3CCCC3)n(C)c(=O)c2S1 (centres undefined)
39	-3.8	-21.9	i	0.0	13.1	2.1	-9.8	-6.2	0.3	15.7	O=C(Nc1ccc(C(=O)N2CCC(O)(c3ccc(Cl)c(C(F)(F)F)c3)CC2)cc1)c1ccc(Br)o1
40	-7.1	3.0	i	0.3	0.6	-0.3	-7.6	0.8	-0.8	2.9	CCCCN(C)CCOc1ccccc1OCC
41	2.1	-4.8	i	-0.4	2.2	3.2	-3.7	15.8	-2.2	10.9	C=Cn1ccnc1P(=S)(c1ccc2c(c1)c1ccccc1n2CC)c1nccn1C=C
42	-7.2	-0.3	i	-0.2	0.9	-0.4	14.3	-13.3	-2.1	9.0	CCOc1cc(N2CCOCC2)c(OCC)cc1NC(=O)CSc1ccccc1C(=O)O
43	-12.6	1.5	/	-0.2	1.3	1.9	-18.4	0.8	5.3	-0.5	CCOC(=O)c1c(-c2ccc(C)cc2)csc1NC(=O)CCSc1nnc2ccccn12
44	11.1	6.2	i	-0.8	-2.0	-0.9	8.7	6.6	1.2	3.9	CNC(=O)CSc1nnc(-c2cccnc2)n1CCc1ccccc1
45	7.8	0.3	i	0.4	-2.6	-1.5	0.9	-9.9	-2.3	-1.3	C/C(=N/NC(=O)CN1CCN(Cc2ccccc2Cl)CC1)c1ccncc1
46	2.6	3.1	i	0.0	1.9	-1.8	-10.3	9.2	-3.9	-1.9	CC1CCN(S(=O)(=O)c2cccc(C(N)=O)c2)CC1
47	1.6	-7.2	i	-0.2	-6.9	-0.8	-15.3	-10.3	-0.5	-1.5	CC12C=CC(=O)C=C1CCC1C2CCC2(C)C(C(=O)CO)CCC12 (centres undefined)
48	-1.2	-3.0	i	-0.6	-2.0	-0.7	0.8	2.1	-1.2	-0.2	CC1CCCCN1CCNC(=O)c1ccc2c(c1)N(Cc1ccccc1)C(=O)c1ccccc1S2(=O)=O (centres undefined)
49	-24.2	4.1	i	0.3	-1.3	2.1	19.5	5.4	1.0	15.3	CC(/C=N/NC(=O)CSc1nc2ccccc2n1C)=C\c1ccco1
50	-1.9	82.1*	i	-0.5	1.6	-3.8	-12.1	12.6	-3.9	-2.5	CCn1c(CC(=O)Nc2ccccc2)n[nH]c1=S

Structural class, those above with an aryl thioether with sulfur outside any ring
No.	NRP1-CendR mod	DNMT1 inh	Neddylation inh	Tb MetRS inh	SUMO1-SIM PPI	LMPTP block	Scp1 inh	SKN-1 inh	STEP block	NadD inh	SMILES
33	-5.1	-1.4	i	1.7	5.9	8.0	-4.9	12.9	3.2	0.2	Nc1ncnc2nc(SCC(=O)Nc3ccccc3F)[nH]c12
38	-0.7	1.6	i	-0.8	-1.7	-1.0	6.0	8.2	1.3	0.0	CC1Cc2nc(SCC(=O)N3CCCC3)n(C)c(=O)c2S1 (centres undefined)
42	-7.2	-0.3	i	-0.2	0.9	-0.4	14.3	-13.3	-2.1	9.0	CCOc1cc(N2CCOCC2)c(OCC)cc1NC(=O)CSc1ccccc1C(=O)O
43	-12.6	1.5	/	-0.2	1.3	1.9	-18.4	0.8	5.3	-0.5	CCOC(=O)c1c(-c2ccc(C)cc2)csc1NC(=O)CCSc1nnc2ccccn12
44	11.1	6.2	i	-0.8	-2.0	-0.9	8.7	6.6	1.2	3.9	CNC(=O)CSc1nnc(-c2cccnc2)n1CCc1ccccc1
49	-24.2	4.1	i	0.3	-1.3	2.1	19.5	5.4	1.0	15.3	CC(/C=N/NC(=O)CSc1nc2ccccc2n1C)=C\c1ccco1

Bioassay records (PubChem)
